Assay outcomes as filed in PubChem.
Integrin act MD – integrin-mediated muscular dystrophy alleviation activation; Potency, µM (series often up to 38.3 µM), for the others: at the highest dose activation, most hits filed as activators; hit rate 0.064% among 350,000; alpha7betagal myoblasts, beta-gal FDG fluorescence, 48 h;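 note: potency is the fitted concentration of half-maximal effect; 100% = response of the positive control SU9516; nearly all actives have a fitted effect of over 60% in size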
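Alpha7betagal+/- myoblasts (passage 13) were plated 16-24 hr, then exposed to compounds (1:260 dilution of DMSO stock) for 48 hours at 37C. After MPER lysis, β-galactosidase reporter activity was read as FDG fluorescence (ex 480/em 540) after 30 minutes.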
PTAP TSG101 blk – blocks PTAP/TSG101 interaction to inhibit HIV-1 budding; Q99816; Potency, µM (titrated, usually from 115 µM), inactives show at the highest dose activity change, negative = inhibition, hits mostly inhibitors; 340,000 tested, under 10 active; Fluorescence polarization, FITC-PTAP peptide / Tsg101 binding; AID 493005; active = well fitted inhibition curve with a large enough effect in the main read-out, with a control signal flat, not every such curve was filed as active; inconclusive = small, poorly fitted or top-dose-only effect, or effect the other way, or a change in a side signal; inactive = no such curve, though single readings can be large or run the other way; note: potency is the fitted concentration of half-maximal effect; % of control where 0% means no effect
Target sequence (Q99816 whole entry, looked up): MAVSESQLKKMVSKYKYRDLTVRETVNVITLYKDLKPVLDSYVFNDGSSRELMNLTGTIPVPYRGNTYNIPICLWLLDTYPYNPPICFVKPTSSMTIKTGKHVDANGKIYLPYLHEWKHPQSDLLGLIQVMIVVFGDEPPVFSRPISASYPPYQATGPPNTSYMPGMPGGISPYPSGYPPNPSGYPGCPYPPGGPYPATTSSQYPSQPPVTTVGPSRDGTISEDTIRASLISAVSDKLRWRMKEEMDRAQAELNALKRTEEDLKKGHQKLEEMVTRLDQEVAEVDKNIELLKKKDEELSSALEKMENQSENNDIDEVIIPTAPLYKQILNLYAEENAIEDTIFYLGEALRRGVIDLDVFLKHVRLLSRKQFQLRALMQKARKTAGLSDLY
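Fluorescence anisotropy tracks displacement of a FITC-tagged PTAP peptide (50 nM) from the Tsg101 binding domain (10 uM), following a 20 min room-temperature incubation at pH 7.5.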
A-T KAP1 phos – candidate therapy for ataxia-telangiectasia; hit rate 0.19% among 320,000; Potency, µM (top dose mostly 57.5 µM), for inactives: at the highest dose activation, most hits filed as activators; AID 485349; […] A-T fibroblasts, KAP-1 phosphorylation AlphaLISA; neocarzinostatin DNA damage 30 min before lysis; note: potency is the fitted concentration of half-maximal effect; % of control where 0% means no effect; nearly all actives have a fitted effect of over 45% in size
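hTERT-immortalized A-T patient fibroblasts ([…]), 500 cells/well in OPTI-MEM, 1% FBS, got compounds for 60 min, then NCS for 30 min at 37C. Lysates were then assayed for phospho-KAP-1 by AlphaLISA (anti-pKAP1 donor, anti-KAP1 acceptor beads), 6 hr at 25C.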
BRCA1 expr up – BRCA1 expression activation. Potency, µM (top dose mostly 46.1 µM), inactives show top-dose activation, hits mostly activators. MCF7-BRCA1-FFLuc reporter, luminescence, 48 h; response scale: scaled: vehicle 0%, 10 µM genistein 100%. hit rate 1.1% among 380,000; note: potency is the fitted concentration of half-maximal effect; nearly all actives have a fitted effect of over 80% in size; some results filed as inactive show a strong effect at the top dose
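Luminescence from a BRCA1-driven firefly luciferase in MCF7 cells was read after 48 h compound exposure at 37 C. Data normalized against DMSO and a 10microM genistein activation control, then curve-fitted across the titration.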
TCR act – T cell receptor activation | primary human leukocytes, anti-CD3, IL-2 HTRF, 48 h | Potency, µM (titrated, usually from 9.22 µM), for the others: at the highest dose activation of IL-2 secretion, hits mostly activators | AID 504894 | 330,000 tested, under 10 active; note: % of control where 0% means no effect
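1) Mix primary human leukocytes, a-CD3 beads and compound. 2) Incubate 48 hr. 3) Add HTRF IL-2 reagents (a-IL-2-K, a-IL-2-d2).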
p53 reactivation – restores transcriptional activity of mutant p53; H1299 p53-A138V BP100-luciferase reporter, luminescence, 24 h; hit rate 0.063% among 320,000; Potency, µM (doses to about 92.2 µM), without a hit: at the highest dose activity change, positive = activation, most hits filed as activators; AID 504706; note: potency is the fitted concentration of half-maximal effect; % of control where 0% means no effect; nearly all actives have a fitted effect of over 45% in size
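H1299 (p53-null), stable ts p53-A138V + BP100-Luc; 1000 cells/well, Opti-MEM/10% FBS; cpd 4 pt, 1:5; 24 h, 37 deg C, 5% CO2; detection reagent 10 min RT; luminescence.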
MLL CXXC-DNA inh – MLL CXXC-DNA interaction inhibition; Q03164; AID 2662; MLL-CXXC / FITC-HOXA9 DNA fluorescence polarization; hit rate 0.037% among 290,000; Potency, µM (top dose mostly 115 µM), inactives show at the highest dose activity change, negative = inhibition, hits mostly inhibitors; active = well fitted inhibition curve with a large enough effect in the polarisation, with a control signal flat, not every such curve was filed as active; inconclusive = small, poorly fitted or top-dose-only effect, or effect the other way, or a change in a side signal; inactive = no such curve, though single readings can be large or run the other way; the % refers to the polarisation; note: potency is the fitted concentration of half-maximal effect
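Purified MLL-CXXC (added from a 7 uM solution) was preincubated 5 min at ambient with pinned compounds in 50 mM Tris-HCl pH 7.5, 50 mM NaCl, 1 mM DTT, 0.05% BSA. Fluorescein-labeled HOX-A9 DNA (50 nM solution) followed, 30 min, then polarization read.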
ELG1 repair inh – inhibitors of ELG1-dependent DNA repair in HEK293T cells; HEK293T ELG1-luciferase reporter, luminescence, 16 h; DNA damage induced by 5-fluorouridine; hit rate 2.3% among 330,000; Potency, µM (titrated, usually from 46.1 µM), inactives show top-dose activity change, negative = inhibition, usual class: inhibitors; note: potency is the fitted concentration of half-maximal effect; % is set by controls: 0 for no effect and ±100 for the full control effect; nearly all actives have a fitted effect of over 55% in size
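Overnight (16 hr) co-exposure of 2,000 cells/well to 5-fluorouridine and compound at 37 °C preceded detection. Luciferase was quantified via ONE-Glo luminescence; loss of signal denotes inhibition.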
B2AR arrestin – recruits beta-arrestin to the human beta2-adrenergic receptor. P07550. beta-arrestin recruitment to beta2AR, cell-based reporter. Potency, µM (top dose mostly 46.1 µM), for inactives: at the top dose activation, hits mostly activators. hit rate 0.02% among 330,000;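 note: potency is the fitted concentration of half-maximal effect; 0% = DMSO controls and full agonism = EC100 isoproterenol or metaproterenol; nearly all actives have a fitted effect of over 65% in size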
Target sequence (P07550 whole entry, looked up): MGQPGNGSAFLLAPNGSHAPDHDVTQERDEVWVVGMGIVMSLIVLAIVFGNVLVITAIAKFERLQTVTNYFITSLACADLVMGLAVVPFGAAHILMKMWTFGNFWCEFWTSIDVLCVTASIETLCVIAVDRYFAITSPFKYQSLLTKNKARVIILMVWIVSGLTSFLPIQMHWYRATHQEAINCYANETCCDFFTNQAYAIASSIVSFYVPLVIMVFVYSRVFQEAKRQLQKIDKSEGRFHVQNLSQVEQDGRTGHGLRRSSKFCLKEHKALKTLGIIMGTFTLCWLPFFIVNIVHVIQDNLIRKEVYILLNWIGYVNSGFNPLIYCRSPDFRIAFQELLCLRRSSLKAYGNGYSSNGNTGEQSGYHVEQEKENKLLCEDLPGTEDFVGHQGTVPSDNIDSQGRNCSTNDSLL
TRPV1 agonist – activates the human vanilloid receptor TRPV1; TRPV1-expressing cells, Fluo-8 calcium influx, agonist mode; activation, % at 8.33 µM; hit rate 0.19% among 320,000; in the data active = activation above about 80%; inconclusive = between about 30% and that limit; note: 0% is about no effect
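TRPV1-expressing cells were cultured overnight at 35.5C and loaded with Fluo-8 calcium dye for 40 to 90 min at room temperature. After a 10 s baseline, compound was added and calcium influx was read kinetically for 3 min (ex 480/em 520 nm).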
Active calls of the source: *; [ ] = dose if it differs, or a comment. Unless noted, calls come from the whole dose curve; as a rule, active = well fitted curve in the direction sought with a large enough effect; inconclusive = small, poorly fitted or top-dose-only effect, or another doubt; inactive = no such curve, though single readings can be large; an effect the other way counts as inactive or inconclusive.

For CCOc1ncccc1C(=O)OCC(=O)N1c2ccccc2CC1C (stereo unspecified) the results were Integrin act MD -25.3%, PTAP TSG101 blk -3.0%, A-T KAP1 phos -8.6%, BRCA1 expr up -22.4%, TCR act -2.0%, p53 reactivation -6.2%, ELG1 repair inh -22.3%, B2AR arrestin 0.0% and TRPV1 agonist 15.6.
Screening COC(=O)c1cc2oc(C)cc2n1CC(=O)Nc1cc(C)cc(C)c1 returned Integrin act MD 11.6%, PTAP TSG101 blk 1.8%, A-T KAP1 phos 0.8%, BRCA1 expr up -0.4%, TCR act -6.1%, p53 reactivation 15.8%, MLL CXXC-DNA inh -2.7%, ELG1 repair inh 4.2%, B2AR arrestin -0.4% and TRPV1 agonist -17.9.
`CCOc1ccc(Br)cc1S(=O)(=O)NC1CCCC1` gave Integrin act MD -25.8%, PTAP TSG101 blk -2.7%, A-T KAP1 phos 19.1%, BRCA1 expr up 3.7%, TCR act -3.5%, p53 reactivation -9.2%, ELG1 repair inh 5.0%, B2AR arrestin 0.4% and TRPV1 agonist 18.1.
`COc1ccc(N2CCN(C(=O)c3cccs3)CC2)cc1` gave Integrin act MD -21.1%, PTAP TSG101 blk -2.8%, A-T KAP1 phos -18.6%, BRCA1 expr up 51.5%, TCR act -6.8%, MLL CXXC-DNA inh 11.5%, ELG1 repair inh 1.4%, B2AR arrestin -0.4% and TRPV1 agonist 20.5.
CCOc1cccc(CNc2nnnn2C)c1 was read as Integrin act MD -15.1%, PTAP TSG101 blk -4.7%, A-T KAP1 phos 0.1%, BRCA1 expr up -7.5%, TCR act -3.2%, p53 reactivation 9.3%, MLL CXXC-DNA inh 0.3%, ELG1 repair inh 0.6%, B2AR arrestin -0.6% and TRPV1 agonist 2.6.
`Cc1ccc(/C=N/NC(=O)CNC(=O)COc2ccccc2)cc1` gave Integrin act MD -10.3%, PTAP TSG101 blk -1.1%, A-T KAP1 phos 2.0%, BRCA1 expr up 4.4%, TCR act -6.6%[46.1 µM], p53 reactivation 8.2%, MLL CXXC-DNA inh 0.3%, ELG1 repair inh 0.9%, B2AR arrestin -0.9% and TRPV1 agonist 1.7.
CSc1nsc(SCC(=O)Nc2cc(C(=O)O)ccc2C)n1 was read as Integrin act MD 19.9%, PTAP TSG101 blk -5.0%, A-T KAP1 phos 10.0%, BRCA1 expr up -0.5%, TCR act 5.0%, p53 reactivation 1.7%, MLL CXXC-DNA inh 36.8%[activator], ELG1 repair inh -0.4%, B2AR arrestin 0.2% and TRPV1 agonist 2.7.
COc1ccc(N(CC(=O)NCCSC(C)(C)C)S(C)(=O)=O)c(OC)c1 was read as Integrin act MD -13.1%, PTAP TSG101 blk -2.6%, A-T KAP1 phos 1.3%, BRCA1 expr up 6.3%, TCR act -9.0%, p53 reactivation 3.5%, MLL CXXC-DNA inh 6.6%, ELG1 repair inh 10.4%, B2AR arrestin -0.3% and TRPV1 agonist 1.6.
CCN(C[C@H]1N[C@@](CC)(C(=O)OC)[C@H]2C(=O)N(Cc3ccccc3)C(=O)[C@@H]12)S(=O)(=O)c1ccc(C(F)(F)F)cc1 was read as Integrin act MD 11.9%, PTAP TSG101 blk -18.5%, A-T KAP1 phos -15.2%, BRCA1 expr up -29.0%, TCR act 1.2%, p53 reactivation 7.1%, ELG1 repair inh 0.7% and B2AR arrestin -1.0%.
Screening CC(NC(=O)Cn1cc(C(F)(F)F)ccc1=O)c1ccc(F)cc1 (stereo unspecified) returned Integrin act MD 1.8%, PTAP TSG101 blk -0.4%, A-T KAP1 phos 5.7%, BRCA1 expr up -2.4%, TCR act 3.1%, p53 reactivation -2.7%, MLL CXXC-DNA inh 17.7%, ELG1 repair inh 19.6%, B2AR arrestin -0.2% and TRPV1 agonist 3.2.
Screening Cc1ccc2cc(CN(CCCN3CCOCC3)C(=O)NC3CCCCC3)c(=O)[nH]c2c1C returned Integrin act MD -9.4%, PTAP TSG101 blk -10.6%, A-T KAP1 phos 4.5%, BRCA1 expr up 10.8%, TCR act -0.8%, p53 reactivation 2.8%, MLL CXXC-DNA inh 1.8%, ELG1 repair inh -10.7%, B2AR arrestin 1.0% and TRPV1 agonist 11.4.
COc1ccc(CCNC(=O)C2c3ccccc3C(=O)N2CCC(C)C)cc1OC (stereo unspecified) was read as Integrin act MD inconclusive, PTAP TSG101 blk -4.2%, A-T KAP1 phos 2.1%, BRCA1 expr up -14.4%, TCR act 2.2%, p53 reactivation -6.6%, MLL CXXC-DNA inh inconclusive, ELG1 repair inh inconclusive, B2AR arrestin 0.1% and TRPV1 agonist 0.9.
`Cc1ccccc1C(=O)Nc1cc(S(=O)(=O)N2CCCCC2)ccc1N1CCN(C)CC1` gave Integrin act MD 0.0%, PTAP TSG101 blk -3.6%, A-T KAP1 phos -1.2%, BRCA1 expr up -31.0%, TCR act 2.6%[46.1 µM], p53 reactivation -14.6%, MLL CXXC-DNA inh -0.8%, ELG1 repair inh 9.2%, B2AR arrestin 9.8% and TRPV1 agonist 21.6.
COc1ccc(NC(=O)C2CCCN2S(=O)(=O)c2ccc(F)cc2)cc1 (stereo unspecified) was read as Integrin act MD -5.6%, PTAP TSG101 blk -0.9%, A-T KAP1 phos 9.4%, BRCA1 expr up -16.4%, TCR act -5.7%, p53 reactivation -4.9%, MLL CXXC-DNA inh -4.5%, ELG1 repair inh -3.9% and B2AR arrestin -0.5%.
For CC(OC(=O)CCC1CCCCC1)C(=O)Nc1ccc(S(N)(=O)=O)cc1 (stereo unspecified) the results were Integrin act MD 0.4%, PTAP TSG101 blk -9.0%, A-T KAP1 phos 4.3%, BRCA1 expr up 2.2%, TCR act 6.6%, p53 reactivation 8.8%, ELG1 repair inh 6.7%, B2AR arrestin 0.5% and TRPV1 agonist inconclusive.
Screening Cc1cccc(OCC(=O)N/N=C/c2cn[nH]c2-c2ccc(Cl)c(Cl)c2)c1 returned Integrin act MD -35.6%, PTAP TSG101 blk 0.2%, A-T KAP1 phos 20.7%, BRCA1 expr up -65.3%, TCR act 1.0%, p53 reactivation -1.2%, MLL CXXC-DNA inh 1.5%, ELG1 repair inh inconclusive, B2AR arrestin -0.2% and TRPV1 agonist 1.9.
For COc1ccc(C(=O)NC(=S)Nc2ccc(S(N)(=O)=O)cc2)cc1 the results were Integrin act MD 0.0%, PTAP TSG101 blk -8.1%, A-T KAP1 phos -1.1%[11.5 µM], BRCA1 expr up 2.2%, TCR act 15.3%, p53 reactivation 0.0%, MLL CXXC-DNA inh inconclusive, ELG1 repair inh 13.6%, B2AR arrestin 0.3% and TRPV1 agonist -3.5.
O=c1[nH]c(CN2CCOCC2)nc2ccccc12 was read as Integrin act MD -1.2%, PTAP TSG101 blk 0.1%, A-T KAP1 phos 4.4%, BRCA1 expr up 0.6%, TCR act 2.8%, p53 reactivation -2.3%, MLL CXXC-DNA inh -0.4%, ELG1 repair inh 4.8%, B2AR arrestin -0.3% and TRPV1 agonist -2.6.
CN(CCC#N)C(=O)CC1(Cc2ccccc2)CCOC(C)(C)C1 (stereo unspecified) was read as Integrin act MD 3.9%, PTAP TSG101 blk 0.5%, A-T KAP1 phos 18.9%, BRCA1 expr up 8.0%, TCR act 3.1%, p53 reactivation 1.8%, MLL CXXC-DNA inh 0.0%, ELG1 repair inh inconclusive, B2AR arrestin -0.7% and TRPV1 agonist -1.6.
N#C/C(=C\Nc1ccc2cn[nH]c2c1)c1nc(-c2ccc(Cl)cc2)cs1 was read as Integrin act MD -73.8%[inhibitor], PTAP TSG101 blk 6.4%, A-T KAP1 phos 2.5%, BRCA1 expr up -59.9%, TCR act -7.1%, p53 reactivation -4.7%, MLL CXXC-DNA inh 28.7%, ELG1 repair inh 2.5%, B2AR arrestin -0.3% and TRPV1 agonist -3.2.
For CCC(=O)Nc1cccc(-c2nc3ncccc3o2)c1C the results were Integrin act MD 0.2%, PTAP TSG101 blk -3.9%, A-T KAP1 phos -8.0%, BRCA1 expr up 0.0%, TCR act 2.2%, p53 reactivation inconclusive, MLL CXXC-DNA inh -1.1%, ELG1 repair inh 3.4%, B2AR arrestin -0.8% and TRPV1 agonist 0.7.
CCOC(=O)C1(CCCc2ccccc2)CCN(C(=O)CCc2cnn(C)c2)CC1 was read as Integrin act MD -24.8%, PTAP TSG101 blk 0.4%, A-T KAP1 phos 18.4%, BRCA1 expr up -13.8%, TCR act -3.7%, p53 reactivation -5.9%, MLL CXXC-DNA inh -2.3%, ELG1 repair inh inconclusive, B2AR arrestin 0.5% and TRPV1 agonist inconclusive.
For CSc1nnc(CCCCCCCCc2nnc(SC)o2)o1 the results were Integrin act MD -15.5%, PTAP TSG101 blk -5.4%, A-T KAP1 phos -7.6%, BRCA1 expr up 5.4%, TCR act -2.9%, p53 reactivation -3.8%, MLL CXXC-DNA inh -3.4%, ELG1 repair inh inconclusive, B2AR arrestin -0.3% and TRPV1 agonist 1.9.
For O=C(Oc1cc(=O)oc2ccccc12)c1ccccc1 the results were Integrin act MD -24.8%, PTAP TSG101 blk -1.9%, A-T KAP1 phos -0.6%, BRCA1 expr up 0.0%, TCR act 4.3%, p53 reactivation 4.5%, MLL CXXC-DNA inh -17.9%, ELG1 repair inh 3.6%, B2AR arrestin 0.2% and TRPV1 agonist 0.8.
